From PubChem
HT1080 cytotoxicity: cytotoxicity in HT1080 fibrosarcoma cells, cell-based, fluorescence readout (AID 620); HT1080 viability, fluorescence; higher % means a stronger effect; actives 0.42% (n = 87,000); cytotoxicity, % at 10 µM; hits with a dose series show EC50 in µM; in the data active means cytotoxicity above about 50%;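 further: cells exposed to compound overnight then 4 h with Alamar Blue; 0% = vehicle DMSO and 100% = killing control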
* marks the source's active call; other numbers are inactive results. This is a subset; the hit share may differ from the screen's.

Cc1cc(C)cc(C(=O)N2CC(=O)Nc3ccccc32)c1
  HT1080 cytotoxicity: 64%*

O=C(CNC(=S)N(Cc1ccc(F)cc1)C1CCCCC1)NC1CC1
  HT1080 cytotoxicity: -4%

CCN(CC)C(C(=O)Nc1ccc(C(C)C)cc1)c1ccc2c(c1)OCO2 (stereo unspecified)
  HT1080 cytotoxicity: -11%

Nc1ccc(C23CC4CC(CC(CO)(C4)C2)C3)cc1
  HT1080 cytotoxicity: -9%

COc1ccc(S(=O)(=O)N2CCC(C(=O)NCCC3=CCCCC3)CC2)cc1C
  HT1080 cytotoxicity: -14%

N#CCC(=O)NC(=O)NCC1CC1
  HT1080 cytotoxicity: 2%

CC(O)CNCc1cccc2ccccc12 (stereo unspecified)
  HT1080 cytotoxicity: -8%

Cc1ccc(C2C(C#N)=C(N)Oc3n[nH]c(-c4ccccc4)c32)o1 (stereo unspecified)
  HT1080 cytotoxicity: 1%

O=C(CCCN1C(=O)c2ccccc2C1=O)NC1CCCCCC1
  HT1080 cytotoxicity: 5%

CN1C(=O)COc2ccc(C(=O)c3oc4ccccc4c3-c3cnc4c(c3)COc3ccccc3-4)cc21
  HT1080 cytotoxicity: -12%

CN1CCN(c2ccc(S(=O)(=O)N3CCCCC3)cn2)CC1
  HT1080 cytotoxicity: -8%

O=C(C1CC(c2ccc(F)cc2)=NO1)N1CCCc2ccccc21 (stereo unspecified)
  HT1080 cytotoxicity: -2%

COc1cc(-c2nc3cnccn3c2Nc2c(C)cccc2C)ccc1O
  HT1080 cytotoxicity: -8%

COc1ccc(C2NC(=O)NC(C)=C2C(C)=O)cc1 (stereo unspecified)
  HT1080 cytotoxicity: 0%

CCOC(=O)N1CCN(C(=O)CN(c2cccc(OC)c2)S(C)(=O)=O)CC1
  HT1080 cytotoxicity: -5%

CCCN(CCC)C(=O)c1ccccc1C(=O)N(CCC)CCC
  HT1080 cytotoxicity: 6%

N#CC(=C1CCCC1)c1nc(-c2ccc(Cl)cc2)cs1
  HT1080 cytotoxicity: -3%

CCOC(=O)NC1(C(F)(F)F)C(=O)N(Cc2ccccc2)C2=C1C(=O)CC(C)(C)C2 (stereo unspecified)
  HT1080 cytotoxicity: -22%

COc1ccc(C=C(C(C)=O)C(C)=O)cc1OC
  HT1080 cytotoxicity: -1%

CC(O)(C#CCN1CCCCC1)c1ccccc1 (stereo unspecified)
  HT1080 cytotoxicity: 3%

COc1ccc(NC(=O)C(NC(=O)CNC(C)=O)c2ccc(C)cc2)cc1 (stereo unspecified)
  HT1080 cytotoxicity: 2%

COc1ccc(CNC(=O)CSCc2cnn(-c3ccccc3)c2-n2cccc2)cc1
  HT1080 cytotoxicity: -15%

COCCn1c(C(=O)N(C)C)cc2c1C[C@H]1CN(C(=O)c3ccccc3)[C@@](Cc3ccc(F)cc3)(C(=O)OC)[C@@H]21
  HT1080 cytotoxicity: 9%

CC1=C(C(=O)OCc2ccccc2)C(c2ccc(C3CCCCC3)cc2)NC(=O)N1CCCCCC(=O)O (stereo unspecified)
  HT1080 cytotoxicity: -18%

O=C(COC(=O)CC1CCCC1)Nc1cc2c(cc1Cl)C(=O)c1ccccc1C2=O
  HT1080 cytotoxicity: -6%

O=C(COc1ccccc1)NNC(=S)NC(=O)c1ccc(Cl)cc1Cl
  HT1080 cytotoxicity: 5%

CCC(C)(C(=O)NC1CCCC1)N(C(=O)c1ccccn1)c1ccc(C)cc1 (stereo unspecified)
  HT1080 cytotoxicity: 6%

Cc1cc(C)c(O)c(-c2cc(C(=O)NCc3ccccc3)[nH]n2)c1
  HT1080 cytotoxicity: -2%

Cc1ccc(-c2nnn(CC(=O)NC3CCCc4ccccc43)n2)cc1 (stereo unspecified)
  HT1080 cytotoxicity: 2%

CC(C)Oc1ccc(Cc2cnc(N)nc2N)cc1
  HT1080 cytotoxicity: -6%

COc1ccc(N=Cc2nc(-c3ccco3)oc2O)cc1
  HT1080 cytotoxicity: -2%

O=C(COc1ccc(S(=O)(=O)NCc2ccccc2)cc1)N1CCOCC1
  HT1080 cytotoxicity: 4%

O=C1NN(c2ccc(Cl)c(Cl)c2)C(=O)/C1=C/c1cccc(OC(=O)c2cccs2)c1
  HT1080 cytotoxicity: -7%

COc1cc(/C=C/C(=O)c2c(O)cc(C)oc2=O)cc(OC)c1O
  HT1080 cytotoxicity: -3%

O=C(CSc1ncn[nH]1)NCCC(c1ccccc1)c1ccccc1
  HT1080 cytotoxicity: -12%

CCn1c(CNC(=O)c2ccccc2)nnc1SCC(=O)N1CCN(c2ccccc2)CC1
  HT1080 cytotoxicity: 11%

COc1ccc(C)cc1S(=O)(=O)N(CC(=O)NCc1ccc(Cl)cc1)Cc1ccccc1
  HT1080 cytotoxicity: -1%

CCOCCCn1c(-c2ccc(Cl)cc2)n[nH]c1=S
  HT1080 cytotoxicity: 18%

O=C(O)C1CC=CCC1C(=O)N1CCc2ccccc21 (stereo unspecified)
  HT1080 cytotoxicity: -4%

COc1ccc(Cn2c(C)c(C)c(C#N)c2NC(=O)Nc2cccc(C)c2)cc1
  HT1080 cytotoxicity: -4%

O=C(CN1C(=O)c2ccccc2C1=O)Nc1nc(-c2cccc([N+](=O)[O-])c2)cs1
  HT1080 cytotoxicity: 2%

COc1ccc(Nc2ncc(C(=O)N3CCN(c4ccccc4OC)CC3)c3ccccc23)cc1
  HT1080 cytotoxicity: 4%

Cc1[nH][nH]c(=O)c1C(c1ccc(-c2ccc(Cl)c(Cl)c2)o1)c1c(C)[nH][nH]c1=O
  HT1080 cytotoxicity: 6%

Cc1ccc(C)c(Cn2c(C(=O)OC(C)C)cc3c2ccn3C)c1
  HT1080 cytotoxicity: -19%

COc1ccc(NC(=O)N2CCOCC2)cc1OC
  HT1080 cytotoxicity: -8%

CCn1c2ccccc2c2cnc(N=CN(C)C)c(C#N)c21
  HT1080 cytotoxicity: 16%

CCN(CC)S(=O)(=O)c1cccc(NC(=O)COC(=O)CCc2nc3ccccc3s2)c1
  HT1080 cytotoxicity: -13%

Cc1ccc(CNC(=O)CCNC(=O)c2ccc(Br)o2)cc1
  HT1080 cytotoxicity: -13%

Cc1nc2ncnn2c(C)c1CCC(=O)NCCc1ccccc1
  HT1080 cytotoxicity: 6%

CN1CCN(c2nc(-c3ccccn3)nc3ccccc23)CC1
  HT1080 cytotoxicity: 0%

CCCn1cnc2c(=O)oc3ccccc3c21
  HT1080 cytotoxicity: -4%

CCCC1(C(=O)OC)C=C2C(=C(c3ccccc3)C(=O)C2C)CN1 (stereo unspecified)
  HT1080 cytotoxicity: -16%

COCCNC(=O)[C@@]1(Cc2ccccc2)C=C[C@@H](C)N1C(C)=O
  HT1080 cytotoxicity: -8%

Cc1cc(S(=O)(=O)N2CCN=C2c2ccccc2)ccc1F
  HT1080 cytotoxicity: 24%

Cc1c([N+](=O)[O-])cc(C(=O)Oc2ccc(Br)cc2C(=S)N2CCCCC2)cc1[N+](=O)[O-]
  HT1080 cytotoxicity: 25%

CN1CCN(Cc2cccc(Oc3ccccc3)c2)CC1
  HT1080 cytotoxicity: -3%

COC(=O)CCCCC1SCC2NC(=O)NC21O (stereo unspecified)
  HT1080 cytotoxicity: 4%

COc1ccc(NC(=O)C2CCN(c3nc(C)cc(C)n3)CC2)cc1
  HT1080 cytotoxicity: -4%

CC(NS(=O)(=O)c1ccc(CCC(=O)NCC2CCCO2)cc1)c1ccccc1 (stereo unspecified)
  HT1080 cytotoxicity: -2%

COC(=O)C(NC(=O)CCc1c(C)nc2ncnn2c1C)C(C)C (stereo unspecified)
  HT1080 cytotoxicity: 27%

Cc1cn(C2OC(COC(=O)c3ccccc3)C(OC(=O)c3ccccc3)C2OC(=O)c2ccccc2)c(=O)[nH]c1=O (stereo unspecified)
  HT1080 cytotoxicity: 5%

Cc1onc(-c2c(F)cccc2Cl)c1C(=O)Nc1nnc(-c2ccccc2)s1
  HT1080 cytotoxicity: 0%

O=C(N/N=C/c1ccco1)c1cc(-c2cccc3ccccc23)n[nH]1
  HT1080 cytotoxicity: -22%

CCN(CC)C(=O)CN(c1cccc(OC)c1)S(=O)(=O)c1ccc(C)cc1
  HT1080 cytotoxicity: 4%

CSCCC(NS(=O)(=O)c1ccc(Cl)cc1)C(=O)OCC(=O)NC12CC3CC(CC(C3)C1)C2 (stereo unspecified)
  HT1080 cytotoxicity: 0%

N=c1sccn1CC(=O)Nc1ccc(Cl)c(S(=O)(=O)N2CCOCC2)c1
  HT1080 cytotoxicity: 2%

COc1ccc(-c2nnc(SCC(=O)NC(=O)NCc3ccccc3)o2)cc1
  HT1080 cytotoxicity: 29%

COC(=O)c1[nH]c2ccc(C)cc2c1NC(=O)Oc1ccccc1
  HT1080 cytotoxicity: -9%

CC(C)(C)NC(=O)NC(=O)CSc1nnc(COc2ccccc2Cl)o1
  HT1080 cytotoxicity: -9%

CCCCCCCC(=O)N/N=C(\C)c1cccnc1
  HT1080 cytotoxicity: 3%

A section from the list above, for reference:
O=C(CN1C(=O)c2ccccc2C1=O)Nc1nc(-c2cccc([N+](=O)[O-])c2)cs1
  HT1080 cytotoxicity: 2%

COc1ccc(Nc2ncc(C(=O)N3CCN(c4ccccc4OC)CC3)c3ccccc23)cc1
  HT1080 cytotoxicity: 4%

Cc1[nH][nH]c(=O)c1C(c1ccc(-c2ccc(Cl)c(Cl)c2)o1)c1c(C)[nH][nH]c1=O
  HT1080 cytotoxicity: 6%

Cc1ccc(C)c(Cn2c(C(=O)OC(C)C)cc3c2ccn3C)c1
  HT1080 cytotoxicity: -19%

COc1ccc(NC(=O)N2CCOCC2)cc1OC
  HT1080 cytotoxicity: -8%

CCn1c2ccccc2c2cnc(N=CN(C)C)c(C#N)c21
  HT1080 cytotoxicity: 16%

CCN(CC)S(=O)(=O)c1cccc(NC(=O)COC(=O)CCc2nc3ccccc3s2)c1
  HT1080 cytotoxicity: -13%

Cc1ccc(CNC(=O)CCNC(=O)c2ccc(Br)o2)cc1
  HT1080 cytotoxicity: -13%

Cc1nc2ncnn2c(C)c1CCC(=O)NCCc1ccccc1
  HT1080 cytotoxicity: 6%

CN1CCN(c2nc(-c3ccccn3)nc3ccccc23)CC1
  HT1080 cytotoxicity: 0%

CCCn1cnc2c(=O)oc3ccccc3c21
  HT1080 cytotoxicity: -4%

CCCC1(C(=O)OC)C=C2C(=C(c3ccccc3)C(=O)C2C)CN1 (stereo unspecified)
  HT1080 cytotoxicity: -16%

COCCNC(=O)[C@@]1(Cc2ccccc2)C=C[C@@H](C)N1C(C)=O
  HT1080 cytotoxicity: -8%

Cc1cc(S(=O)(=O)N2CCN=C2c2ccccc2)ccc1F
  HT1080 cytotoxicity: 24%

Cc1c([N+](=O)[O-])cc(C(=O)Oc2ccc(Br)cc2C(=S)N2CCCCC2)cc1[N+](=O)[O-]
  HT1080 cytotoxicity: 25%

CN1CCN(Cc2cccc(Oc3ccccc3)c2)CC1
  HT1080 cytotoxicity: -3%

COC(=O)CCCCC1SCC2NC(=O)NC21O (stereo unspecified)
  HT1080 cytotoxicity: 4%

COc1ccc(NC(=O)C2CCN(c3nc(C)cc(C)n3)CC2)cc1
  HT1080 cytotoxicity: -4%

CC(NS(=O)(=O)c1ccc(CCC(=O)NCC2CCCO2)cc1)c1ccccc1 (stereo unspecified)
  HT1080 cytotoxicity: -2%

COC(=O)C(NC(=O)CCc1c(C)nc2ncnn2c1C)C(C)C (stereo unspecified)
  HT1080 cytotoxicity: 27%

Cc1cn(C2OC(COC(=O)c3ccccc3)C(OC(=O)c3ccccc3)C2OC(=O)c2ccccc2)c(=O)[nH]c1=O (stereo unspecified)
  HT1080 cytotoxicity: 5%

Cc1onc(-c2c(F)cccc2Cl)c1C(=O)Nc1nnc(-c2ccccc2)s1
  HT1080 cytotoxicity: 0%

O=C(N/N=C/c1ccco1)c1cc(-c2cccc3ccccc23)n[nH]1
  HT1080 cytotoxicity: -22%

CCN(CC)C(=O)CN(c1cccc(OC)c1)S(=O)(=O)c1ccc(C)cc1
  HT1080 cytotoxicity: 4%

CSCCC(NS(=O)(=O)c1ccc(Cl)cc1)C(=O)OCC(=O)NC12CC3CC(CC(C3)C1)C2 (stereo unspecified)
  HT1080 cytotoxicity: 0%

N=c1sccn1CC(=O)Nc1ccc(Cl)c(S(=O)(=O)N2CCOCC2)c1
  HT1080 cytotoxicity: 2%

COc1ccc(-c2nnc(SCC(=O)NC(=O)NCc3ccccc3)o2)cc1
  HT1080 cytotoxicity: 29%

The list goes on:
COC(=O)c1sc(NC(=O)COc2cccc3ccccc23)nc1C
  HT1080 cytotoxicity: -18%

Cc1cc(C(C)(C)C)cc(S(=O)(=O)Nc2ccc(O)c(C(=O)O)c2)c1C
  HT1080 cytotoxicity: -2%

COc1ccc(NC(=O)N2CCCC(C(=O)NC(C)C)C2)cc1 (stereo unspecified)
  HT1080 cytotoxicity: -3%

CC12CCC(C(=O)Nc3cc(Cl)ccc3Cl)(C/C1=N\O)C2(C)C (stereo unspecified)
  HT1080 cytotoxicity: -21%

O=C(O)/C=C\C(=O)Nc1ccccc1C(=O)NCc1ccccc1
  HT1080 cytotoxicity: -8%

CCSc1nc2ccccc2n1CCOc1ccccc1
  HT1080 cytotoxicity: 6%

COc1ccc(C(=O)Nc2ccc(S(=O)(=O)N3CCCC3)cc2)c(OC)c1
  HT1080 cytotoxicity: -2%

Cc1c(Br)cc(C(=O)NC2CCCCC2)c(C)c1C
  HT1080 cytotoxicity: -3%

CC1=CCC(C(=O)O)(C(=O)N/N=C/c2cccs2)C(c2ccc([N+](=O)[O-])cc2)C1 (stereo unspecified)
  HT1080 cytotoxicity: -1%

COc1ccc(OC)c(N(CC(N)=O)S(=O)(=O)c2ccc(OC)c(OC)c2)c1
  HT1080 cytotoxicity: -4%

CCc1nc2sc3c(c2c(=O)n1NC(=O)CCl)CCCC3
  HT1080 cytotoxicity: 0%

CC(C)Cc1ccc(S(=O)(=O)N2CCOCC2)cc1
  HT1080 cytotoxicity: 0%

CCC(C)n1c(-c2ccco2)nc2nc3ccccc3nc21 (stereo unspecified)
  HT1080 cytotoxicity: 1%

Cc1nn(Cc2cccc(C(=O)NC34CC5CC(CC(C5)C3)C4)c2)c(C)c1Br
  HT1080 cytotoxicity: -6%

CCOc1ccc2c(=O)c(Oc3ccccc3OCC)coc2c1
  HT1080 cytotoxicity: -6%

COC(=O)C1=C(C)N(CC(C)C)C(=O)C1
  HT1080 cytotoxicity: 1%

C=CCn1c(SCC(=O)Nc2nccs2)nnc1-c1ccco1
  HT1080 cytotoxicity: -12%

COCCNC(=O)C(=O)N/N=C/c1ccccc1C(F)(F)F
  HT1080 cytotoxicity: -5%
